Source: PubChem (NMMLSC)
Bim-Bcl-XL: inhibitors of Bim-Bcl-XL binding, primary screen, biochemical, multiplexed, bead flow cytometry, human Bcl-XL. Bcl-2-like protein 1 (Homo sapiens), Q07817. Bim peptide-Bcl-XL binding, fluorescence. inhibition, % at 10 µM. hit rate 0.04% among 190,000. AID 1007, 2008
Target sequence (Q07817 whole entry, looked up): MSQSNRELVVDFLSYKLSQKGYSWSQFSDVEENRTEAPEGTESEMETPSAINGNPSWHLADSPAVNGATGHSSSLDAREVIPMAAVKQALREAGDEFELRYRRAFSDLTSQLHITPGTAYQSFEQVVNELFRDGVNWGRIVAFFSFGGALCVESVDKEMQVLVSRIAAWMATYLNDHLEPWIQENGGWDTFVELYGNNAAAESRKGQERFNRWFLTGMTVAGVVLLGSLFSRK
ABCB1 inh: ABCB1 efflux pump inhibitors, primary screen, cell-based, multiplex, flow cytometry, ABCG2 counter-screen. ATP-dependent translocase ABCB1 (Homo sapiens), P08183. CCRF-Adr cells, JC-1 efflux. inhibition, % at 6.6 µM. hit rate 0.067% among 190,000. AID 1326, 2008; in the data active = inhibition above about 40%;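 note: 0% = vehicle and 100% = reference inhibitor; higher value means more JC-1 retained so stronger ABCB1 efflux block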
ABCG2 block: ABCG2 efflux pump inhibitors, primary screen, multiplex with ABCB1, IgMXP3 cells, flow cytometry. inhibition, % at 6.6 µM. hit rate 0.1% among 190,000. JC-1 efflux;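 active = inhibition above 80%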;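 note: 0% = DMSO and 100% = nicardipine control wells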
Target sequence (Q9UNQ0 whole entry, looked up): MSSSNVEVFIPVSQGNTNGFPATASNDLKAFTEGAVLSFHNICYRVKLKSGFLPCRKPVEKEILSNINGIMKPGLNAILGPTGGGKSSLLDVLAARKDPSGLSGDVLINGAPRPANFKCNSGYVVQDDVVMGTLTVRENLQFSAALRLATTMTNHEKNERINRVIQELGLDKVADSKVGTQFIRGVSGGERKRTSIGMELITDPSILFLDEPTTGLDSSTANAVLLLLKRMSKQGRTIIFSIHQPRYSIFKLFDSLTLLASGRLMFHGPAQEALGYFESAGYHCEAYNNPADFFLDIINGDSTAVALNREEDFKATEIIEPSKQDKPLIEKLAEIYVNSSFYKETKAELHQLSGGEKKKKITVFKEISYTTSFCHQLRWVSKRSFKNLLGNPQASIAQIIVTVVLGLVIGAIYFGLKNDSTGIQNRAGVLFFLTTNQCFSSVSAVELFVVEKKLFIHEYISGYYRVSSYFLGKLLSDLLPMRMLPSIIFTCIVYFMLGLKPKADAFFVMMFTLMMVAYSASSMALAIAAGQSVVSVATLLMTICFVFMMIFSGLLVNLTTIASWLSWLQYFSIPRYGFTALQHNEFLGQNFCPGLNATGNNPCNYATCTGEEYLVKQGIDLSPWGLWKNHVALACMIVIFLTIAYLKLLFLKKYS
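Test system: IgMXP3 (ABCG2) plus far-red-tagged CCRF-Adr (ABCB1) cells / Amount: 3 million cells/mL in well / Reagent: JC-1 transporter substrate / Timing: 10 min compound exposure, 25 °C / Signal: flow cytometry, 530 nm JC-1 signal / Read-out: percent efflux inhibition, scaled nicardipine 100% to DMSO 0% / Benchmarks: nicardipine as high control, DMSO as low control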
Avidin fluor: green autofluorescence of compounds with avidin beads – biophysical, 488/530 nm, flow cytometry, artefact control, profiling panel. compound fluorescence 488/530 nm; stronger effect = higher value. fluorescence (KMESF) at 10 µM. hit rate 0.38% among 220,000; in the data active = fluorescence above about 47; note: inactives centre near 10
Bim-Bcl-W: inhibitors of Bim binding to Bcl-W, primary screen, biochemical, multiplexed, bead-based flow cytometry | Bim peptide-Bcl-W binding | Bcl-2-like protein 2 (Homo sapiens), Q92843 | inhibition, % at 10 µM | AID 952, 2007 | hit rate 0.02% among 190,000;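 note: 0% = bound tracer without compound and 100% = peptide blocker; higher means less fluorescent Bim peptide bound to Bcl-W beads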
Target sequence (Q92843 whole entry, looked up): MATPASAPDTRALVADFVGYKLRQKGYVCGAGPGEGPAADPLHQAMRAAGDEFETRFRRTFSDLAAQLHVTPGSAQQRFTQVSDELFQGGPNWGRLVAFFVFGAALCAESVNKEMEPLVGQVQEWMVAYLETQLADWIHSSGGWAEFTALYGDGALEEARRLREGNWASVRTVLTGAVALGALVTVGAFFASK
Bcl-B Bim block: inhibitors of Bim-Bcl-B binding, primary screen, biochemical, multiplexed, human Bcl-2 family; bead-based flow cytometry, Bim peptide-Bcl-B binding; inhibition, % at 10 µM; hit rate 0.073% among 190,000; AID 951, 2007;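 note: 0% = tracer peptide without compound and 100% = reference inhibitor peptide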
Bim-Bcl-2: inhibitors of Bim-Bcl-2 binding, primary screen, biochemical, multiplexed, human Bcl-2 family; AID 950, 2007; Bead-based flow cytometry, Bim peptide-Bcl-2 binding; hit rate 0.06% among 190,000; Apoptosis regulator Bcl-2 (Homo sapiens), P10415; inhibition, % at 10 µM; in the data active = inhibition above about 40%; inconclusive = no clear call, values can overlap the other calls;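 note: 0% = no compound wells with probe peptide and 100% = reference peptide inhibitor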
RGS4-Gao reg: modulators of RGS4 binding to Galphao, primary screen, biochemical, multiplexed bead flow cytometry | Guanine nucleotide-binding protein G(o) subunit alpha (Homo sapiens), P09471 | actives lie on both sides | binding response (% of control), % at 10 µM | hit rate 0.33% among 220,000; in the data active = binding response below about 49% or above about 150%; inactive = in between;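 note: fluorescent Galphao activated with aluminum fluoride binding bead-coupled RGS4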
Bfl-1 Bim block: inhibitors of Bim binding to Bfl-1, primary screen, biochemical, multiplexed, bead-based flow cytometry. inhibition, % at 10 µM. hit rate 0.12% among 190,000. AID 1008, 2008. Bcl-2-related protein A1 (Homo sapiens), Q16548. Bim-Bfl-1 binding inhibition;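 note: 0% = wells without compound plus tracer and 100% = blocker peptide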
RGS7-Gao reg: RGS7-Galphao binding modulators, primary screen, biochemical, multiplexed bead flow cytometry | Guanine nucleotide-binding protein G(o) subunit alpha (Homo sapiens), P09471 | actives lie on both sides | binding response (% of control), % at 10 µM | hit rate 0.35% among 220,000 | AID 1439, 2008; in the data active = binding response below about 49% or above about 150%; inconclusive = no clear call, values can overlap the other calls; inactive = in between;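 note: fluorescent Galphao held in activated GDP-AlF4 state binding bead-coupled RGS7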
GSH bead fluor: compound fluorescence on glutathione beads, profiling panel, artefact control, biophysical, 488/530 nm, flow cytometry. GSH beads flow cytometry, compound fluorescence 488/530 nm; stronger effect = higher value. fluorescence (KMESF) at 10 µM. hit rate 0.25% among 190,000; in the data active = fluorescence above about 89;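 note: glutathione beads carrying GST-tagged Bcl family fusion proteins plus one bare bead set; values are compound well signal with DMSO vehicle wells as background; inactives centre near 16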
* = called active by the depositor; ? = inconclusive; nt = not tested or not shown. Cut-off read from the data, not from the text of the source, unless noted: active = inhibition above about 40%.

SMILES	Bim-Bcl-XL	ABCB1 inh	ABCG2 block	Avidin fluor	Bim-Bcl-W	Bcl-B Bim block	Bim-Bcl-2	RGS4-Gao reg	Bfl-1 Bim block	RGS7-Gao reg	GSH bead fluor
CCc1ccc(NC(=O)COC(=O)CN2C(=O)COc3ccccc32)cc1	0	0.5	3	38	2	2	0	99	0	101	15
Cc1ccc(S(=O)(=O)N(c2nc(NC(C)C)nc(NC(C)C)n2)n2cnnc2)cc1	-8	20	27	4	0	-2	-1	113	-2	110	9
O=C(NCCCNc1ccc(C(F)(F)F)cc1[N+](=O)[O-])c1ccc(F)cc1	-8	3.8	22	4	-4	-7	-2	101	-4	100	9
COC(=O)c1cc2occc2n1CC(=O)Nc1ccc(OC)c(OC)c1OC	-4	0.1	5	24	0	-7	-4	102	-5	100	23
CC(C)(C)NC(=O)C(c1ccc(F)cc1)N(Cc1ccco1)C(=O)c1csnn1 (stereo unspecified)	-12	1.9	5	12	7	-1	-2	104	-10	100	72
O=C(Cn1nc(CNc2ccc(Cl)cc2)[n+]2c1CCCCC2)c1ccc(Cl)cc1	-8	0.5	2	6	-4	-6	-6	106	-16	102	9
COc1ccc2c(-c3ccccc3)cc(SCC(=O)NC(N)=O)nc2c1	-5	0.0	0	27	-4	-3	0	102	-7	103	16
O=C(Cc1ccc(Cl)cc1)N/N=C/c1cccs1	0	0.2	10	11	0	-2	0	99	-7	101	11
C=CCn1c(SCc2nc3sc(C(=O)O)c(C)c3c(=O)[nH]2)nnc1-c1ccc(F)cc1	0	-0.3	0	7	0	-8	-6	96	-4	99	9
CCOc1ccc2[nH]c(=O)c(C(c3nnnn3C3CCCCC3)N3CCN(C)CC3)cc2c1 (stereo unspecified)	-11	0.4	0	26	-5	-6	-8	90	-6	94	26
N#CCOc1nc(N2CCCC2)nc(N2CCCC2)n1	5	0.1	0	9	0	-4	-2	102	-10	99	33
Cc1cc(NC(=O)CCCn2nc([N+](=O)[O-])c(Cl)c2C)no1	-3	2.1	33	10	1	-4	-3	100	-5	101	10
COc1ccc(-c2nc3c(n2O)CCCC3=O)cc1OC	-2	0.5	2	34	0	-4	-3	100	0	99	16
COCCN1CN(S(=O)(=O)c2ccccc2)c2nc3ccccc3nc21	1	2.9	4	25	3	-3	-1	103	-5	98	11
CCn1c(=O)cc(OCC(=O)Nc2ccccc2N2CCN(C)CC2)c2ccccc21	-1	1.4	0	8	2	-7	-6	103	-11	100	24
FC(F)(F)c1cccc(Cn2c3[n+](c4ccc(C(F)(F)F)cc42)CCCCC3)c1	-4	-0.4	0	27	0	-3	-1	103	-3	102	6
COc1ccc(C(=O)C2CN(c3ccccc3)CC2c2ccc(Cl)cc2)cc1 (stereo unspecified)	1	0.8	2	32	-1	-2	0	99	1	99	17
CCC(C)(C)NC(=O)C(c1cccnc1)N(C(=O)c1csnn1)c1ccccc1 (stereo unspecified)	0	0.2	1	11	0	-2	-2	101	-6	98	15
O=C(Nc1cc(Sc2nc3ccccc3s2)cc([N+](=O)[O-])c1)c1ccccc1F	nt	2.2	20	19	9	17	-50	99	0	96	10
Cc1ccc(/C=C/C(=O)NCCCN2CCN(CCCNC(=O)/C=C/c3ccc(C)o3)CC2)o1	-5	-0.5	-4	3	2	-9	0	103	3	107	9
Cc1ccc2nc(NC(=O)CCCc3nc4ccccc4s3)sc2c1	-6	0.4	2	11	0	-7	0	86	2	102	7
Cc1ccc(OCC(=O)NS(=O)(=O)c2ccccc2)cc1	-3	0.6	5	9	-1	-5	-5	104	-5	?	20
N#CCCn1cc(C(=O)Nc2ccccc2Br)c(-c2cccs2)n1	-4	0.3	8	6	0	-4	0	100	0	102	25
CCn1c(-c2cccn(Cc3ccc(Cl)cc3Cl)c2=O)n[nH]c1=S	-5	-0.3	-2	13	-1	-24	-3	102	0	?	15
CCC(C)(C)C1CCC(=NNS(=O)(=O)c2ccc(C)c([N+](=O)[O-])c2)CC1 (stereo unspecified)	-13	0.6	4	13	-5	-13	-4	101	-13	102	18
COc1ccc(C2C(C(C)=O)=C(O)C(=O)N2Cc2cccnc2)cc1 (stereo unspecified)	-2	0.3	1	8	-7	-7	-3	103	-7	104	18
CCOc1ccc(NS(=O)(=O)c2cc(NC(=O)c3cccc(C)c3)ccc2Cl)cc1	-9	4.5	13	22	-3	-7	-6	99	-9	98	14
COc1ccc(CNCCc2ccc(Cl)cc2)cc1OCc1ccccc1	-4	2.2	0	9	-2	-8	-3	103	-4	106	20
Cc1cccc(N2CCN(C(=O)c3cccn4c(=O)c5c(C)c(C)sc5nc34)CC2)c1C	0	0.7	1	6	0	-1	0	96	1	93	19
O=C(COc1cccc2ccccc12)N1c2ccccc2CCc2ccccc21	-3	0.8	2	32	-6	-6	-5	102	-1	102	16
CS(=O)(=O)NN1C(=O)c2ccccc2NC12CCCC2	2	-0.3	2	11	0	-3	0	104	-2	?	17
O=C(C[N+]1(CC#Cc2ccccc2)CCOCC1)c1ccccc1	-3	-0.2	-1	12	0	-3	-1	103	-5	104	15
O=c1c2c3c(sc2nc2n1CCCC2)CCCC3	-2	1.5	29	4	-1	3	1	97	1	100	28
Cc1cccn2c(=O)c3cc(C(=O)N4COCC4(C)C)sc3nc12	0	0.1	1	27	0	-3	-1	100	-2	107	11
CC(=O)OCc1c(C(F)(F)F)nn(C)c1Oc1ccccc1	-5	0.3	1	32	-2	0	2	98	-2	101	13
Cc1cc(NO)c(C(C)C)cc1N=O	-5	-0.1	0	12	-3	-6	-7	105	-7	100	12
O=C(Nc1ccc(Cl)cc1)c1ccc(-n2cncn2)c([N+](=O)[O-])c1	-2	0.0	5	12	-3	-10	-8	101	-14	100	49
Cc1ccc(NCc2ccccc2OCc2ccccc2F)cc1	3	0.3	1	9	5	-9	-8	100	-10	97	42
O=C(Cn1cnc2c(nnn2-c2ccccc2)c1=O)N1CCC(Cc2ccccc2)CC1	-3	0.8	1	7	1	-8	-7	86	-10	85	23
CCN(CC)C(=O)CSc1nnc(-c2cc(-c3ccc(Cl)cc3)nc3ccccc23)o1	-5	-1.0	-1	6	-6	-6	2	104	-1	103	9
CCC1(c2ccccc2)NC(=O)N(CC(=O)Nc2ccc3c(c2)OCO3)C1=O (stereo unspecified)	-3	-0.5	24	14	-1	-5	-9	102	-16	101	35
CCOc1ccccc1C1C(C(=O)Nc2ccccc2OC)=C(C)Nc2nc(CCCO)nn21 (stereo unspecified)	0	0.5	2	9	1	-5	-5	102	-13	100	23
CCOC(=O)c1c(C)c(C(=O)N2CCN(c3ccc(F)cc3)CC2)c(C)n1C	0	0.7	0	8	-2	1	-3	111	-1	112	12
O=C(COc1ccc(Cl)cc1Cl)NC(=O)N1CCCCC1	1	0.0	0	9	0	-9	-13	101	-15	100	25
CN=C1SC(CC(=O)Nc2sc(C)c(C)c2C(=O)OC)C(=O)N1C (stereo unspecified)	-1	1.1	6	15	1	0	0	98	1	104	15
O=C(CSC1CCCCC1)Nc1nccs1	-14	0.8	2	3	0	2	0	86	4	86	60
CC1=C(C(=O)Nc2ccccn2)C(c2cn(C)nc2C)C2=C(CCCC2=O)N1 (stereo unspecified)	-1	1.3	3	11	-2	1	2	98	2	?	20
CCOc1cccc(Nc2cc3n(c(=O)n2)CCc2cc(OC)c(OC)cc2-3)c1	-1	0.9	7	13	9	4	-7	97	-13	94	31
C=CCNc1nc(NCCO)nc(N2CCCC2)n1	-3	0.2	1	16	-1	-7	-9	100	-11	95	37
Cc1ccc(-n2c(N)c(S(=O)(=O)c3ccccc3)c3nc4ccccc4nc32)cc1	1	0.9	8	7	0	6	1	97	9	94	22
CCN1C(=O)C(C(=O)Nc2ccc(OC)cc2)C2CC1(C)Oc1ccccc12 (stereo unspecified)	-15	1.1	4	15	-1	-10	-8	99	-14	98	29
COC(=O)c1cc(-c2ccc(Cl)cc2)n[nH]1	0	0.5	6	13	3	0	-1	100	-6	99	11
CC(OC(=O)c1ccc(NS(=O)(=O)c2cccs2)cc1)C(=O)N(C)C1CCCCC1 (stereo unspecified)	0	5.5	18	6	0	1	-2	107	-3	107	13
CCCCSc1nnc(-c2ccc(OC)cc2)n1C	-3	0.1	0	6	-2	-5	-5	97	-2	98	18
CCC(C)C(NC(=O)OC(C)(C)C)C(=O)NC(Cc1ccccc1)C(=O)OC (stereo unspecified)	-2	1.5	7	11	-4	3	7	97	10	98	33
CCC(C)[C@H]1CNC(=S)N1CCc1cc(C(F)(F)F)cc(C(F)(F)F)c1 (stereo partly specified)	-4	0.2	2	6	0	-5	-2	95	-1	100	20
CCOc1ccc(-n2c(-c3ccco3)n[nH]c2=S)cc1	-4	0.0	0	7	7	-12	2	96	13	100	4
COc1cc(NC(=O)C2CCCN2C(=O)OCc2ccccc2)cc(OC)c1 (stereo unspecified)	-2	0.5	1	11	2	-5	-7	101	-8	105	14
CC1(C)Cc2nc3sc(C(=O)O)c(N)c3cc2CS1	-3	-0.3	0	10	0	-6	-1	100	5	104	62
COc1ccc(-c2c3c(=O)n(C)c(=O)n(C)c3cn2N2CCOCC2)cc1	-1	0.3	1	38	-1	0	2	95	0	96	17
Cc1cc(-c2ccccc2)n2nc(C)c(C#N)c2n1	1	0.6	7	9	0	0	1	99	-5	97	55
CC(=O)Nc1ccccc1OCC(=O)N(Cc1ccccc1)C(C)C	-9	0.4	3	12	-6	-8	-10	99	-14	103	10

Some entries already given, reduced to RGS7-Gao reg, ABCG2 block and GSH bead fluor:
Structure | RGS7-Gao reg | ABCG2 block | GSH bead fluor
CCN1C(=O)C(C(=O)Nc2ccc(OC)cc2)C2CC1(C)Oc1ccccc12 (stereo unspecified) | 98 | 4 | 29
CCc1ccc(NC(=O)COC(=O)CN2C(=O)COc3ccccc32)cc1 | 101 | 3 | 15
COc1ccc(C2C(C(C)=O)=C(O)C(=O)N2Cc2cccnc2)cc1 (stereo unspecified) | 104 | 1 | 18
C=CCNc1nc(NCCO)nc(N2CCCC2)n1 | 95 | 1 | 37

Profiles from above. Order of values: Bim-Bcl-XL	ABCB1 inh	ABCG2 block	Avidin fluor	Bim-Bcl-W	Bcl-B Bim block	Bim-Bcl-2	RGS4-Gao reg	Bfl-1 Bim block	RGS7-Gao reg	GSH bead fluor
CCN1C(=O)C(C(=O)Nc2ccc(OC)cc2)C2CC1(C)Oc1ccccc12 (stereo unspecified) in the list: -15	1.1	4	15	-1	-10	-8	99	-14	98	29
COc1ccc(-c2c3c(=O)n(C)c(=O)n(C)c3cn2N2CCOCC2)cc1 in the list: -1	0.3	1	38	-1	0	2	95	0	96	17
